Compound activity (PubChem BioAssay)
RGS8-Gao = modulates binding of RGS8 to human Galphao; P09471; multiplexed bead flow cytometry; actives lie on both sides; response (percent of control binding), % at 10 µM; hit rate 0.34% among 220,000; AID 1423; in the data active = response below about 60% or above about 140%; inactive = in between;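 also: Galphao activated as the GDP aluminium fluoride complex binding bead-coupled RGS8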
Target sequence (P09471 whole entry, looked up): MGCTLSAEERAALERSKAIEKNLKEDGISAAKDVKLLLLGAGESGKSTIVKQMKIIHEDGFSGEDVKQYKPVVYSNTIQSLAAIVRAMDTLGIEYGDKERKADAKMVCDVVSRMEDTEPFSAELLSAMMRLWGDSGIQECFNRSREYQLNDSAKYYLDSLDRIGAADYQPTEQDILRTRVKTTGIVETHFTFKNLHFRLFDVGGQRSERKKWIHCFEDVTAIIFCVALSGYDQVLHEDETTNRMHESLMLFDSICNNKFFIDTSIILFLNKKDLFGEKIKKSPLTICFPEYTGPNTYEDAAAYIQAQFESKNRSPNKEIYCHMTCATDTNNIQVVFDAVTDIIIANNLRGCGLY
Bfl-1 Bim block = inhibitors of Bim-Bfl-1 interaction, human; inhibition, % at 10 µM; Bead-based flow cytometry, Bim-Bfl-1 binding inhibition; hit rate 0.12% among 190,000; Q16548;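 also: 0% = wells without compound plus tracer and 100% = blocker peptide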
Bcl-2 Bim block = human Bim-Bcl-2 interaction inhibition; inhibition, % at 10 µM; hit rate 0.06% among 190,000; Bead-based flow cytometry, Bim peptide-Bcl-2 binding; in the data active = inhibition above about 40%; inconclusive = no clear call, values can overlap the other calls;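 also: 0% = no compound wells with probe peptide and 100% = reference peptide inhibitor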
Bcl-XL Bim block = disrupts Bim peptide binding to human Bcl-XL; bead flow cytometry, fluorescence; inhibition, % at 10 µM; hit rate 0.04% among 190,000; AID 1007
Target sequence (Q07817 whole entry, looked up): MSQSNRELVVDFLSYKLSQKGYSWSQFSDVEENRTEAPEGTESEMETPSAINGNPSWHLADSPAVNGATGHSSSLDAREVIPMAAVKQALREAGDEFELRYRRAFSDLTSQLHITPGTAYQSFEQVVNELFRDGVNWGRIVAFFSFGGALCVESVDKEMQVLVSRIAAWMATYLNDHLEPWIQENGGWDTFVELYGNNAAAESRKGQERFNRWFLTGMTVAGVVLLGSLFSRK
RGS7-Gao = modulates binding of RGS7 to human Galphao. hit rate 0.35% among 220,000. Multiplexed bead flow cytometry; actives lie on both sides. binding response (% of control), % at 10 µM. P09471. AID 1439; in the data active = binding response below about 49% or above about 150%; inconclusive = no clear call, values can overlap the other calls; inactive = in between;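 also: fluorescent Galphao held in activated GDP-AlF4 state binding bead-coupled RGS7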
RGS4-Gao reg = human RGS4-Galphao interaction regulation; Multiplexed bead flow cytometry, RGS4-Galphao binding; actives lie on both sides; binding response (% of control), % at 10 µM; hit rate 0.33% among 220,000; AID 1415; in the data active = binding response below about 49% or above about 150%; inactive = in between;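 also: fluorescent Galphao activated with aluminum fluoride binding bead-coupled RGS4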
Bcl-W Bim block = disrupts Bim peptide binding to human Bcl-W; bead-based flow cytometry; hit rate 0.02% among 190,000; inhibition, % at 10 µM; AID 952;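 also: 0% = bound tracer without compound and 100% = peptide blocker; higher means less fluorescent Bim peptide bound to Bcl-W beads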
Target sequence (Q92843 whole entry, looked up): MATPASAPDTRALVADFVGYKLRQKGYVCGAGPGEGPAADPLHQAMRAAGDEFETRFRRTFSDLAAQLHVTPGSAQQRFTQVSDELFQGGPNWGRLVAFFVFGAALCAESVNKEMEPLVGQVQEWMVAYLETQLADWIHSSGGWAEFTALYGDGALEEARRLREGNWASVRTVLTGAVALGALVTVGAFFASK
Bim-Bcl-B = disrupts Bim peptide binding to human Bcl-B | hit rate 0.073% among 190,000 | bead-based flow cytometry | inhibition, % at 10 µM | AID 951;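 also: 0% = tracer peptide without compound and 100% = reference inhibitor peptide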
Target sequence (Q9HD36 whole entry, looked up): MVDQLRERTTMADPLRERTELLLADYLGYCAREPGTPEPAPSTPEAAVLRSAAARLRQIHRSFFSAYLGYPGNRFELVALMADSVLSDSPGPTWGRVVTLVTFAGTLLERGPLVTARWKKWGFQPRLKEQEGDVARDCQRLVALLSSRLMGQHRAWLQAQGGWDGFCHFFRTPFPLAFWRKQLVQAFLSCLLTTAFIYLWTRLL
GSH fluor = compound fluoresces at 488/530 nm on GSH beads; GSH beads flow cytometry, compound fluorescence 488/530 nm; active compounds read high; fluorescence (KMESF) at 10 µM; hit rate 0.25% among 190,000; in the data active = fluorescence above about 89;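 also: glutathione beads carrying GST-tagged Bcl family fusion proteins plus one bare bead set; values are compound well signal with DMSO vehicle wells as background; inactives centre near 16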
ABCG2 block = inhibitors of human ABCG2 transporter, ABCB1 counter-screen. inhibition, % at 6.6 µM. IgMXP3 cells, JC-1 efflux, flow cytometry. Q9UNQ0. hit rate 0.1% among 190,000;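 active = inhibition above 80%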;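 also: 0% = DMSO and 100% = nicardipine control wells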
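Test system: IgMXP3 (ABCG2) plus far-red-tagged CCRF-Adr (ABCB1) cells. Reagent: JC-1 dye as substrate. Timing: 10 min exposure at 25 °C with rotation, no wash. Measured by: flow cytometric JC-1 green MFI at 530 nm. Read-out: percent efflux inhibition, scaled nicardipine 100% to DMSO 0%. Control set: nicardipine and DMSO wells.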
ABCB1 block = human ABCB1 inhibition, ABCG2 as counter-screen | P08183 | CCRF-Adr cells, JC-1 efflux, flow cytometry | inhibition, % at 6.6 µM | hit rate 0.067% among 190,000 | AID 1326; in the data active = inhibition above about 40%;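 also: 0% = vehicle and 100% = reference inhibitor; higher value means more JC-1 retained so stronger ABCB1 efflux block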
The depositor's hits bear a star; u = inconclusive; x = not tested or not shown. Rule as the data show it, unless noted: active = inhibition above about 40%.

Molecule,RGS7-Gao,Bcl-W Bim block,RGS4-Gao reg,Bfl-1 Bim block,GSH fluor,Bcl-XL Bim block,Bcl-2 Bim block,Bim-Bcl-B,ABCB1 block,RGS8-Gao,ABCG2 block
C=CCn1c(CSCc2ccc(Cl)cc2)nnc1SCC(=O)NCc1ccccc1,98,0,99,-9,39,-7,-4,-5,1.1,101,3
CCOC(=O)c1ccc(NC(=O)c2nn(CC)cc2Br)cc1,103,-1,102,0,20,2,0,0,0.9,100,3
CCC(OC(=O)c1cccs1)C(=O)NCc1ccc(C)cc1 (configuration not stated),97,2,97,0,49,-2,0,0,0.5,94,1
O=C(COC(=O)C1CCN(S(=O)(=O)c2ccc3c(c2)OCCO3)CC1)Nc1cc(C(F)(F)F)ccc1Cl,96,-2,99,-3,11,-6,-2,-5,0.4,100,4
O=C(CSc1nc2ccccc2s1)N1N=C(c2cccs2)CC1c1ccc(F)cc1 (configuration not stated),103,-2,102,-16,13,-3,0,-8,0.3,102,1
CC/C(=N\NC(=S)Nc1ccc(OC)cc1)c1ccc(OC(F)F)cc1,102,-8,100,0,9,-8,-7,-17,0.0,99,42
O=C(Nc1c(Cl)ccc2nsnc12)c1cccnc1,135,2,106,5,11,1,0,7,1.9,115,2
Cc1cc(C)c2nc(N3CCCC3)c(C#N)cc2c1,99,-1,101,-5,44,0,0,-3,0.2,102,1
CC(=O)Nc1cccc(NC(=S)Nc2ccc(F)cc2F)c1,100,-1,108,-2,12,-1,-3,-4,0.8,104,1
COc1ccc(/C=N/Nc2nc(Nc3ccccc3)nc(N3CCCCC3)n2)c(OC)c1,99,-4,101,-15,13,-9,-5,-8,-0.3,102,-1

Ordered by the number under Bcl-2 Bim block (lowest first): some entries from above.
mol	RGS7-Gao	Bcl-W Bim block	RGS4-Gao reg	Bfl-1 Bim block	GSH fluor	Bcl-XL Bim block	Bcl-2 Bim block	Bim-Bcl-B	RGS8-Gao
CC/C(=N\NC(=S)Nc1ccc(OC)cc1)c1ccc(OC(F)F)cc1	102	-8	100	0	9	-8	-7	-17	99
COc1ccc(/C=N/Nc2nc(Nc3ccccc3)nc(N3CCCCC3)n2)c(OC)c1	99	-4	101	-15	13	-9	-5	-8	102
O=C(Nc1c(Cl)ccc2nsnc12)c1cccnc1	135	2	106	5	11	1	0	7	115

More results
Molecule,RGS7-Gao,Bcl-W Bim block,RGS4-Gao reg,Bfl-1 Bim block,GSH fluor,Bcl-XL Bim block,Bcl-2 Bim block,Bim-Bcl-B,ABCB1 block,RGS8-Gao,ABCG2 block
Cc1ccc2sc(NNC(=O)c3cc(-c4cccs4)nc4ccccc34)nc2c1C,99,-2,95,0,12,-4,-2,-8,-1.3,101,-2
CSc1cccc(CN2CCN(CCC(C)C)C(CCO)C2)c1 (configuration not stated),101,-6,103,-5,14,-9,-6,-10,4.0,104,8
O=C(Nc1ccc(Cl)cc1C(=O)NCc1cccnc1)c1ccco1,104,-3,107,-6,24,-5,-8,-9,1.7,108,8
N#C/C(=N/Nc1ccccc1F)C(=N)N1CCOCC1,100,-4,97,-4,9,-5,-4,-4,0.2,99,1
COc1ccc(OC)c(NC(=O)c2ccno2)c1,96,1,100,-2,19,0,0,-1,-0.1,101,13
CCCCN(C(=O)CNC(=O)c1cccs1)C(C(=O)NC1CCCC1)c1ccncc1 (configuration not stated),99,-1,101,-9,13,-3,-2,-1,-1.2,99,-7
Cc1ccc(Cn2ccc(O)c(Cc3ccccc3)c2=O)cc1,99,0,103,-5,11,-2,-1,0,0.6,101,7
COc1ccc(-c2cc(C(=O)N3CCCCC3)no2)cc1OC,102,2,103,-6,24,-1,-1,-7,1.4,101,15
CCC(C)NCCOc1ccc(C(C)(C)c2ccccc2)cc1 (configuration not stated),u,-3,103,-9,18,-1,-7,-7,1.2,104,7
CC(=O)Nc1ccc(S(=O)(=O)Nc2nc(CN3CCOCC3)nc3sc4c(c23)CCCC4)cc1,98,0,96,-15,18,-4,-2,-7,-0.8,97,0
COc1ccccc1/C=N/N(C(C)=O)c1nc(-c2ccc(F)cc2)cs1,95,-3,95,-4,9,-5,-4,-4,0.3,99,3
CC1=NNC(=O)c2ccccc2O1,95,2,100,-3,9,2,0,0,1.2,99,5
CCOC(=O)c1c(C)[nH]c(C(=O)N/N=C\c2ccccc2Cl)c1C,99,-7,102,-9,12,-11,-12,-18,1.0,103,17
Cc1ccc(Nc2cc(C)nc3nc(C)nn23)cc1,117,0,115,1,15,-3,2,-3,1.1,111,16
COCCCN(CCCN)Cc1ccco1,99,-7,101,-11,20,-12,-10,-10,-0.1,106,2
N#CC(c1ccccn1)c1ncc(C(F)(F)F)cc1Cl (configuration not stated),u,-2,100,-2,18,-1,-3,0,0.5,102,6
COc1ccc(C(=O)c2oc3ccc(OC)cc3c2NC(C)=O)cc1,108,-2,111,-8,10,0,-4,-12,-0.2,110,1
COC(=O)c1ccc(C(=O)OC)c(NC(=O)COC(=O)C2CC2C)c1 (configuration not stated),102,1,97,-9,11,-1,-8,-4,0.9,100,3
COc1cc(C)c(Cc2cnc(N)nc2N)cc1OC,98,-3,99,-1,65,0,-3,-2,x,101,1
O=C(N/N=C(/CC(=O)c1cccs1)C(F)(F)F)c1ccc(O)cc1,98,0,98,1,4,-1,5,0,-0.8,98,-1
CC(C)Cn1c(SCC(=O)N2CCN(C(=O)c3ccco3)CC2)nc2ccccc2c1=O,100,-4,99,-13,12,-2,-3,-5,1.6,102,3
COc1ccc(C2=NO[C@@H]3C(=O)N(C4CCCCC4)C(=O)[C@H]23)cc1OC,96,0,98,-18,33,-23,-15,-10,2.1,101,7
Cn1c(C(=O)NC2CC2)cc2c(=O)n(C)c3ccccc3c21,101,1,102,-10,14,0,-6,-2,0.4,102,7
Cc1nnc2ccc(N3CCN(C(=O)c4ccccc4)CC3)nn12,102,1,104,-13,22,-3,-6,-5,0.1,105,0
O=C(Oc1ccc(N(Cc2cccs2)C2=NS(=O)(=O)c3ccccc32)cc1)c1ccccc1Cl,100,-1,98,-3,17,-3,0,-3,12,99,20
c1ccc(-n2cnc3cc(NCc4ccccn4)ccc32)cc1,102,3,102,-8,12,-5,-8,-7,-0.4,104,40
O=C1C(=C2SCCCS2)CC/C1=C\c1ccc(F)cc1,101,0,102,-1,25,-2,-2,-7,0.2,99,4
CC1CCN(C(c2nnnn2CCc2ccccc2)C(C)C)CC1 (configuration not stated),96,-1,100,-3,15,-2,0,-4,0.3,98,-1
COc1ccc(NC(=O)c2cccc(N3C(=O)NC4CC3(C)Oc3ccccc34)c2)cc1 (configuration not stated),102,3,102,-14,35,-5,-4,-7,0.5,102,21
CC(=O)NCC(=O)N(C)C(C(=O)Nc1ccc2c(c1)OCCO2)c1ccccc1 (configuration not stated),99,-4,99,-20,24,-9,-13,-11,0.5,100,7
CCCCn1c(SCC(=O)N2c3ccccc3Sc3ccccc32)nc2c1c(=O)n(C)c(=O)n2C,101,-5,101,-6,17,-8,-4,-12,5.5,104,7
N=c1n(CC(=O)c2ccc([N+](=O)[O-])cc2)c2ccccc2n1Cc1ccc(Cl)cc1,107,-4,108,-4,11,-3,-4,-11,1.0,106,53
Cc1nnc(SCC(=O)NCC2CCCO2)n1-c1ccccc1 (configuration not stated),95,0,97,-9,273*,1,0,-3,-0.3,99,-1
CCOC(=O)C1(Cc2cccc(OC)c2)CCN(Cc2cccn2-c2nccs2)CC1,103,-5,105,-8,10,-3,-4,-8,1.4,106,-2
CC(=O)Nc1ccc(C(=O)n2nc(C)cc2C)cc1,111,-4,114,0,18,-4,0,-4,0.1,107,0
CCCCCC1CCC(c2n[nH]c(=S)n2C)CC1 (configuration not stated),u,-2,95,0,20,-1,1,-8,-0.6,95,-2
COc1ccc2[nH]c(=O)c(CN(CCO)S(=O)(=O)c3c(C)ccc4nsnc34)cc2c1,105,0,109,0,11,0,-1,-2,0.2,106,1
CCc1ccc2[nH]c(=O)c(CN(CCN(C)C)C(=S)NCc3ccco3)cc2c1,102,0,105,0,14,-2,1,-6,-0.4,102,-2
COc1ccc(N)c2c1C(=O)c1ccccc1C2=O,90,12,94,4,6,15,0,11,0.4,96,2
COC(=O)c1c(NC(=O)c2ccccc2)sc(Cc2ccccc2)c1C,97,0,99,-7,36,-1,-8,-11,0.4,106,4
C=CCn1c(COc2ccccc2F)nnc1SCC(=O)NC(=O)NCc1ccco1,94,1,95,-9,39,-1,-8,-7,1.1,99,4
Cn1c(/C(C#N)=C/c2cccc(O)c2)nc2ccccc21,92,-3,95,-6,27,-3,-5,-3,1.1,100,4
O=C(NCCc1cn2ccccc2n1)c1cc(COc2ccc3ncccc3c2)on1,119,-5,111,0,16,-3,-3,-4,0.9,109,6
O=C1[C@H]2[C@H](ON3CCCC[C@H]23)C(=O)N1c1cccc(C(F)(F)F)c1,u,0,99,-9,17,-4,-7,-9,1.5,99,16
NS(=O)(=O)c1ccc(NC(=S)NNC(=O)c2cccs2)cc1,109,0,100,11,29,-5,-3,-31,-0.3,98,-1
CCCCNC(=O)CSc1nnc(-c2ccc(S(=O)(=O)N3CCCC3)cc2)n1C,102,-4,101,2,13,-4,6,-5,0.1,96,0
Cc1nn(C(C)C(=O)O)c(C)c1[N+](=O)[O-] (configuration not stated),102,-3,100,-5,11,-1,-7,-3,0.2,104,1
CCc1c(C)[nH]n(-c2ccc(Oc3ccccc3)c(S(=O)(=O)O)c2)c1=O,101,-4,100,0,21,-4,-2,-6,-0.2,102,-1
COc1ccc(-n2c(=O)[nH]cc(C(=O)N3CCc4ccccc43)c2=O)cc1,103,-3,103,-11,25,-11,-9,-6,0.6,104,5
O=C(O)CNC(=S)N(Cc1ccccc1Cl)C1CCCC1,99,-1,102,-6,16,-4,-1,-7,0.1,98,2

New compounds follow
Molecule,RGS7-Gao,Bcl-W Bim block,RGS4-Gao reg,Bfl-1 Bim block,GSH fluor,Bcl-XL Bim block,Bcl-2 Bim block,Bim-Bcl-B,ABCB1 block,RGS8-Gao,ABCG2 block
Cc1cc(NS(=O)(=O)c2ccc(NC(=O)CCc3ccccc3)cc2)no1,82,-1,80,0,16,-1,4,-2,0.2,78,1
CSc1ccc(/C=N/n2nnnc2N)cc1,99,0,99,0,35,0,1,0,-0.1,101,19
CC(SCc1ccccc1)C(=O)NN=C1CCN(C)CC1 (configuration not stated),99,-5,103,-3,24,-3,-5,-2,-0.1,102,7
COC(=O)CSc1nnc(C)n1-c1cccc(C#N)c1,110,0,104,-11,15,-6,-11,-7,0.2,107,2
Cc1cccc(-c2noc(CN(C(=O)c3c(-c4ccccc4Cl)noc3C)C(C)C)n2)c1,102,2,103,-8,26,-2,-8,-4,1.5,103,3
C=CCOC(=O)C(C#N)c1nc2ccccc2nc1N1CCC(C(=O)OCC)CC1 (configuration not stated),97,4,95,4,12,6,6,3,15,90,42
CN(C)CCCN(Cc1ccccc1)C(=S)Nc1ccc(SC(F)F)cc1,u,0,104,0,9,-5,-1,-16,1.9,101,5
O=C(NCc1cccc(CNC(=O)C(=O)NCC2CCCO2)c1)C(=O)NCC1CCCO1 (configuration not stated),105,0,106,-5,19,-1,-4,0,-0.1,105,0
COc1cccc(CSc2nnc(-c3ccc(F)cc3)o2)c1,101,-2,100,-3,30,-3,1,-5,1.2,100,25
